BoNT F protease: BoNT/F light chain protease inhibitors, primary screen, biochemical, flow cytometry, MLPCN library; Botulinum neurotoxin type F light chain protease (Clostridium botulinum); Multiplex microsphere protease cleavage assay; inhibition, % at 10 µM; 360,000 compounds, 0.22% hits; in the data active = inhibition above about 35%, passing the limit was not always enough; inconclusive = no clear call, values can overlap the other calls; note: plate controls were buffer without enzyme for full effect and enzyme alone for no effect
UGM FP inh: M. tuberculosis UGM enzyme inhibitors, primary screen, biochemical, fluorescence polarization, single point. UDP-galactopyranose mutase (Mycobacterium tuberculosis (strain ATCC 25618 / H37Rv)), …. purified UGM, fluorescence polarization probe displacement. inhibition, % at 10 µM. 320,000 compounds, 0.06% hits; in the data active = inhibition above about 10%, passing the limit was not always enough; inconclusive = no clear call, values can overlap the other calls
Target sequence (P9WIQ1 whole entry, looked up): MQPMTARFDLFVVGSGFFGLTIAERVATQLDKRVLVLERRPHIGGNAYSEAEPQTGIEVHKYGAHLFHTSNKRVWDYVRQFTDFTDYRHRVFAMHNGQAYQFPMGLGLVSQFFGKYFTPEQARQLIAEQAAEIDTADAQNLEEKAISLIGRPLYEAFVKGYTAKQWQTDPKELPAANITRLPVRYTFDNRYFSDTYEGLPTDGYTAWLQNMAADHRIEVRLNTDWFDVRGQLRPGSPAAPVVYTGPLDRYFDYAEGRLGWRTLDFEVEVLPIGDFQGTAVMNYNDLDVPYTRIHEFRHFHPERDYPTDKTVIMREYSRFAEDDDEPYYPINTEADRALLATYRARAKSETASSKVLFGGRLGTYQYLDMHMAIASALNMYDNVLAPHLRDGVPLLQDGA
BioA inh: M. tuberculosis BioA enzyme inhibitors, primary screen, biochemical, plate reader, single point, HTS | 7,8-diaminopelargonic acid synthase BioA (Mycobacterium tuberculosis) | purified M. tuberculosis BioA enzyme | inhibition, % at 9.99 µM | 360,000 compounds, 0.096% hits; in the data active = inhibition above about 40%; inconclusive = no clear call, values can overlap the other calls
CCHFV vOTU inh: CCHFV vOTU protease inhibitors, primary screen, biochemical, Pep-AMC substrate, fluorescence; Crimean-Congo hemorrhagic fever virus L polyprotein viral ovarian tumor (vOTU) protease …; inhibition, % at 11.5 µM; 370,000 compounds, 0.55% hits; AID 651958, 2012; note: 0% = vehicle wells with enzyme and 100% = no enzyme wells
MazF activator: activators of E. coli MazEF toxin-antitoxin RNase, primary screen, biochemical, fluorescence, uHTS; Endoribonuclease toxin MazF (Escherichia coli (strain K12)), P0AE70; FAM/BHQ RNA-DNA oligo cleavage fluorescence, 5 h; activation, % at 20 µM; 350,000 compounds, 0.32% hits; AID 504720, 2011; in the data active = activation above about 50%
Target sequence (P0AE70 whole entry, looked up): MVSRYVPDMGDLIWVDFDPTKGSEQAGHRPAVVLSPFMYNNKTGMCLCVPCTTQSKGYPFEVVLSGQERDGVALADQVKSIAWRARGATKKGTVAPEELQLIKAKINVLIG
Mtb FBA inh: Mtb FBA enzyme inhibitors, primary screen, biochemical, fluorescence, strain H37Rv; Fructose-bisphosphate aldolase (Mycobacterium tuberculosis (strain ATCC 25618 / H37Rv)), …; purified M. tuberculosis FBA, fluorescence read-out; inhibition, % at 1 µM; 360,000 compounds, 2.3% hits; in the data active = inhibition above about 27%;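 note: 0% = vehicle and 100% = reference inhibitor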
Target sequence (P9WQA3 whole entry, looked up): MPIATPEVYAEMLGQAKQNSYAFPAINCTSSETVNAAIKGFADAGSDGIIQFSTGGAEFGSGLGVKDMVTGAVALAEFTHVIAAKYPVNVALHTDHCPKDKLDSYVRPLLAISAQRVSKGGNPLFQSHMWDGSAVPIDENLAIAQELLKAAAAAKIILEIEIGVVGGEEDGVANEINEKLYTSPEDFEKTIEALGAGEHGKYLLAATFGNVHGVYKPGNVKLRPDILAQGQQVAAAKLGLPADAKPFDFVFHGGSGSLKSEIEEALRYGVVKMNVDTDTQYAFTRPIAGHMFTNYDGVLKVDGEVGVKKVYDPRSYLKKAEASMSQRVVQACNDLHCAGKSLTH
VHR inh abs: VHR1 phosphatase inhibitors, primary screen, biochemical, absorbance, uHTS. Dual specificity protein phosphatase 3 (Homo sapiens), P51452. recombinant VHR phosphatase, pNPP absorbance. inhibition, % at 13.3 µM. 290,000 compounds, 0.52% hits; in the data active = inhibition above about 50%; note: some compounds called inactive have numbers as strong as hits
Target sequence (P51452 whole entry, looked up): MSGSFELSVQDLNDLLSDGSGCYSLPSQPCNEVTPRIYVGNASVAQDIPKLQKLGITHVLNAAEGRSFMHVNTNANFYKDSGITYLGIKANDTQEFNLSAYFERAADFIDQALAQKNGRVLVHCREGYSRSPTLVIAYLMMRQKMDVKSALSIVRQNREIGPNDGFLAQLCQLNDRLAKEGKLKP
Rv3671c protease: Rv3671c serine protease inhibitors, primary screen, biochemical, fluorescence polarization, M. tuberculosis H37Rv | inhibition, % at 5.96 µM | AID 2606, 2010 | 320,000 compounds, 0.048% hits; in the data active = inhibition above about 38%;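 note: extracellular domain of Rv3671c used as enzyme; 0% = enzyme with DMSO and 100% = no enzyme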
FadD28 FP inh: inhibitors of FadD28 bisubstrate probe binding, primary screen, biochemical, fluorescence polarization, single point. inhibition, % at 12.5 µM. Mycobacterium tuberculosis FadD28 fatty-acid-AMP ligase. AID 588549, 2011. 360,000 compounds, 0.22% hits; in the data active = inhibition above about 8.5%, passing the limit was not always enough; inconclusive = no clear call, values can overlap the other calls
GDH-TPI inh: GDH-TPI coupling enzyme inhibitors, primary screen, artefact control for M. tuberculosis FBA inhibitor project, biochemical, absorbance, full deck; GDH-TPI coupled enzyme counterscreen, NADH absorbance; inhibition, % at 4.8 µM; 360,000 compounds, 1.2% hits;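 note: 0% = DMSO wells and 100% = wells lacking the enzyme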
Starred values were filed as active, the others as inactive; u = inconclusive; x = not tested or not shown. Cut-off read from the data, not from the text of the source, unless noted: active = inhibition above about 30%; inactive = the rest.

SMILES	BoNT F protease	UGM FP inh	BioA inh	CCHFV vOTU inh	MazF activator	Mtb FBA inh	VHR inh abs	Rv3671c protease	FadD28 FP inh	GDH-TPI inh
CSc1ccc(/C=C(\NC(=O)c2ccccc2)C(=O)NN)cc1	10	4.7	-0.9	10	-8	1	5	-45	-2.9	14
S=c1[nH]nc(COc2cccc3ccccc23)n1Cc1ccccc1	u	0.4	6.8	-6	5	-3	27	-9	-0.7	5
Cc1ccc(F)c(S(=O)(=O)NC(=O)C2(C)CCN2C(=O)Cc2ccccc2)c1 (centres undefined)	-5	x	0.4	-6	x	-4	x	x	-1.7	7
C/C(=N\NC(=O)c1ccncc1)c1cccnc1	-5	1.8	-0.5	2	4	0	14	x	-3.6	6
COC(=O)CN(c1cc([N+](=O)[O-])ccc1OC)S(C)(=O)=O	-1	2.9	x	-7	6	-8	21	-5	-3.1	0
CCCn1c2ccc(C)cc2c2n[nH]c(=S)nc21	-9	-2.3	1.6	0	-6	2	24	-12	-2.1	2
COc1ccc(-n2cnc3cc(NS(=O)(=O)c4ccc(C)cc4)ccc32)cc1	6	1.6	-0.6	x	x	0	11	-23	-6.6	-5
O=C(CSc1ccc([N+](=O)[O-])cc1)Nc1ccccc1N1CCOCC1	-11	-0.4	-2.3	8	-1	0	x	5	0.9	15
CN1CCOCCOc2ccccc2OCCOCC1	u	0.5	0.1	10	2	-5	x	-2	0.9	5
CC1(C)CC(CCC(=O)Nc2ccc(S(N)(=O)=O)cc2)C(=O)O1 (centres undefined)	-3	-2.2	-1.4	-2	-3	0	10	3	-1.0	6
Cc1c(C(=O)Nc2nccs2)oc2ccccc12	-3	x	0.3	9	-6	0	x	x	-0.9	20
Cc1ccc(NC(=O)CNC(C)c2ccccc2)cc1 (centres undefined)	5	0.5	-2.2	-8	-5	3	2	2	-0.4	7
COC(=O)c1ccc(C2/C(=C(/O)c3ccc4c(c3)CC(C)O4)C(=O)C(=O)N2Cc2cccnc2)cc1 (centres undefined)	-3	-1.4	0.2	x	4	3	17	-4	-3.4	-2
CN(C)S(=O)(=O)c1ccc(C(=O)Nc2ccc3ncccc3c2)cc1	u	-0.2	5.1	-8	11	2	-2	-12	-5.0	12
COc1ccc(C(=O)NNC2CC(=O)N(Cc3ccccc3)C2=O)cc1OC (centres undefined)	-2	2.6	x	-9	-15	3	43	2	-2.5	9
CCCSc1cc(Cl)nc(N)n1	-4	-0.2	-2.9	-2	7	1	9	-2	-0.7	15
O=C(COc1ccc(Br)cc1Cl)N1CCN(c2ccccn2)CC1	8	-0.4	0.9	6	1	7	30	2	0.1	0
COc1ccc(-c2csc(NC(=O)CN3C(=O)C4CCCCC4C3=O)n2)cc1OC (centres undefined)	-6	u	-0.3	-4	5	1	18	7	-0.2	-15
O=S(=O)(c1ccc(NC(=S)NC23CC4CC(CC(C4)C2)C3)cc1)N1CCCCC1	4	x	-0.8	-4	9	1	x	x	0.0	1
O=C1CSC(=Nc2ccc(O)cc2)N1	-20	1.3	0.5	-14	1	-3	38	-2	x	-6
COc1ccc(COC(=O)C2CCN(C(=O)c3ccc(Cl)cc3)CC2)cc1F	-3	1.3	-5.0	18	-19	4	x	-7	-0.9	7
Cc1ccc(S(=O)(=O)N2CCOCC2)cc1C(=O)NCCc1ccc(Cl)cc1	-1	-0.6	x	9	-3	3	x	2	-1.6	1
COc1nccnc1NS(=O)(=O)c1ccc(NC(=S)NC(=O)c2cccnc2)cc1	-5	2.8	x	1	7	-4	24	3	-3.1	9
CCOC(=O)c1ccc(N2C(=O)C3CCCN3C2=S)cc1 (centres undefined)	3	6.7	1.1	-20	9	0	x	3	0.0	-5
O=C(COc1ccccc1[N+](=O)[O-])N1CCC(Cc2ccccc2)CC1	-11	-1.4	x	7	1	-2	20	0	2.7	6
NC(=O)c1ccc(-n2nnnc2Oc2ccccc2)cc1	4	-0.8	-1.1	-6	10	1	7	6	-1.2	20
O=C(COc1ccc(F)cc1)N(Cc1ccc(Cl)cc1)C1CCS(=O)(=O)C1 (centres undefined)	-3	-2.3	2.9	3	-3	-2	9	6	-3.9	-11
Cc1ccc(CNC(=S)Nc2ccc3c(c2)c(=O)n(C)n3Cc2cccc(C(F)(F)F)c2)cc1	3	x	-0.1	-23	x	36*	x	x	-1.2	13
O=C(NCc1ccon1)C1CCC(=O)N(Cc2cccc(C(F)(F)F)c2)C1 (centres undefined)	1	-2.3	-2.6	10	-5	1	23	0	-0.5	13
CCOC(=O)N1CCC(NC(=O)c2ccc(CS(=O)c3cccc(Cl)c3)o2)CC1 (centres undefined)	8	-1.2	-0.5	11	2	3	11	11	-2.5	4
O=C(NCc1ccc(Cl)cc1)c1cnn2ccccc12	0	x	-1.3	0	-6	38*	6	16	-2.4	6
COc1ccc(CNC(=O)c2cccnc2)cc1	-25	0.1	-1.6	-2	-4	-1	-1	-4	0.3	2
COc1cc(CO)cc(Br)c1OCC(=O)N1CCCCC1	4	-1.6	-1.4	3	7	2	15	1	-1.6	4
O=C(Oc1ccc(NC2=NS(=O)(=O)c3ccccc32)cc1)c1cccnc1	-2	1.2	x	-7	-4	0	14	-2	-2.9	0
CC(C)NC(=O)N(Cc1ccc(Cl)cc1)Cc1cccs1	5	-1.6	x	-12	5	0	27	3	-1.2	-3
O=C(Cc1cccc2ccccc12)Nc1nnc(-c2cccc([N+](=O)[O-])c2)s1	0	1.2	-1.4	4	-3	-1	-11	-2	-2.8	3
Cn1c(CNC2CCCCC2)nc2ccccc21	-4	-1.6	x	3	2	1	28	7	-3.8	-4
COc1ccc(CCNC(=O)Cn2c(=O)n(CC3CCCO3)c(=O)c3ccccc32)cc1OC (centres undefined)	4	2.7	x	2	4	4	26	-7	-1.7	4
CC(=O)N1CCC(=NNc2ncc(C(F)(F)F)cc2Cl)CC1	1	-3.7	x	9	2	0	-5	-7	-3.9	2
O=C(Nc1ccc(S(=O)(=O)Nc2ncccn2)cc1)c1nn(Cc2ccccc2)c(=O)c2ccccc12	3	0.0	-7.6	-4	-5	4	19	-6	-3.2	7
COc1cccc(N2CCN(C(=O)CN(c3cc(C)cc(C)c3)S(=O)(=O)c3c(C)noc3C)CC2)c1	-3	-1.0	-0.3	-15	-1	-1	27	10	0.0	5
Cc1ccc(C)c(N/N=C2\CCCNC2=O)c1	1	-1.9	x	-2	-1	2	9	-1	-2.1	8
COC(=O)c1cc(=O)nc2sc(-c3ccccc3)nn12	-5	-2.9	x	-7	6	0	21	-6	-0.1	-3
C/C(=N/O)c1no[n+]([O-])c1/C(C)=N\O	u	-2.3	-1.7	-4	18	0	-2	1	-3.0	-16
COc1ccc(C(=O)N2CCN(S(=O)(=O)c3ccc(Cl)cc3)CC2)cc1OC	8	-0.3	1.2	-2	-2	2	23	6	0.3	-1
COc1ccc(-c2nc(CN3CCN(c4ncccn4)CC3)c(C)o2)cc1C	-2	-6.7	x	7	-4	2	24	9	-3.3	-3
Cc1ccsc1C(=O)C1CCCN(Cc2ccc(-n3cccn3)cc2)C1 (centres undefined)	8	0.0	x	-3	-2	-2	26	7	-2.6	1
Cc1ccc2cccc(OCC(=O)c3cc(C)n(Cc4ccco4)c3C)c2n1	x	2.1	x	-10	x	x	8	-7	x	x
COc1cccc(-c2cc(C(=O)Nc3ccc([N+](=O)[O-])cn3)c3ccccc3n2)c1	1	-5.4	x	11	-1	-1	4	-13	1.6	12
CN(C)c1ccc(C(=S)N2CCN(S(=O)(=O)c3ccccc3)CC2)cc1	x	-4.2	1.0	-5	-24	3	-13	-9	1.7	5
CCOc1ccc(C(C(=O)NC2CCCC2)N(Cc2ccccc2)C(=O)c2nsc(Cl)c2Cl)cc1 (centres undefined)	2	-0.2	9.3	2	4	1	14	-5	0.8	0
O=C(CCc1ccccc1)Nc1nc2n(n1)C(c1ccccc1)CC(=O)N2 (centres undefined)	-5	-0.3	-0.3	-2	-2	-2	2	-2	1.4	4
COc1ccc(O)c(/C=N/NC(=O)CCC(=O)Nc2cccc(C)c2)c1	u	-0.9	x	-16	7	7	10	1	-4.4	8
CCOc1ccc(-c2cccc(NS(=O)(=O)c3cccc([N+](=O)[O-])c3)c2)nn1	-5	x	2.9	2	-6	-2	x	x	1.1	-1
CCN1CCN(C(=O)C2CCCN(c3ncnc4c3nc3n4CCCCC3)C2)CC1 (centres undefined)	14	1.2	-0.5	-9	5	-4	6	-3	-3.4	7
CCCCN(C(=O)c1ccc(OC(F)(F)F)cc1)c1c(N)n(CCC)c(=O)[nH]c1=O	0	-2.7	x	-1	-4	7	30	1	-0.6	-4
O=C(CSc1nc2c(c(=O)[nH]1)CCC2)Nc1ccc(F)cc1	-12	0.2	-1.3	-13	6	1	-15	-3	-3.8	4
O=C(CCNC(=O)c1ccco1)Nc1ccc(N2CCOCC2)cc1	-6	-2.2	x	-1	14	-2	13	6	-2.1	-1
NNc1n[nH]c(=S)n1N	u	-1.2	-0.1	16	-1	0	-12	-13	-1.9	-1
COc1ccc(C/C(N)=N/n2cnnc2)cc1Cl	17	-0.9	-0.8	2	5	8	-5	-1	-3.4	3

Part of the list above, showing only Mtb FBA inh and GDH-TPI inh.
structure	Mtb FBA inh	GDH-TPI inh
O=C(Cc1cccc2ccccc12)Nc1nnc(-c2cccc([N+](=O)[O-])c2)s1	-1	3
Cn1c(CNC2CCCCC2)nc2ccccc21	1	-4
COc1ccc(CCNC(=O)Cn2c(=O)n(CC3CCCO3)c(=O)c3ccccc32)cc1OC (centres undefined)	4	4
CC(=O)N1CCC(=NNc2ncc(C(F)(F)F)cc2Cl)CC1	0	2

Next results follow:
SMILES	BoNT F protease	UGM FP inh	BioA inh	CCHFV vOTU inh	MazF activator	Mtb FBA inh	VHR inh abs	Rv3671c protease	FadD28 FP inh	GDH-TPI inh
N#Cc1ccc(-n2nccc2-c2cnc3n(c2=O)CCS3)cc1	-4	1.4	-0.9	-5	6	0	11	1	-3.5	2
COc1ccc(S(=O)(=O)Nc2ccccc2C(=O)Nc2nc(-c3ccc(F)cc3)cs2)cc1OC	-1	x	x	2	-8	33*	3	-27	4.1	11
CCN(CC)S(=O)(=O)c1ccc(N2CC(C(=O)Nc3cccc(C(=O)NC4CC4)c3)CC2=O)cc1 (centres undefined)	-15	x	-2.9	13	-16	3	x	x	-2.4	9
CC(CCc1ccccc1)NC(=O)CN1CCN(Cc2ccc(Cl)cc2)C1=O (centres undefined)	-4	0.0	-0.1	-5	1	-2	29	2	-3.2	0
Cc1ccc(S(=O)(=O)N2C[C@H]3N(C(=O)OC(C)C)N(C(=O)OC(C)C)C[C@H](OC(=O)NCc4ccccc4)[C@@]3(O)C2)cc1	6	x	2.1	16	0	3	x	x	-1.6	-14
CCc1ccc(-c2nc(SCC(=O)NC3CCCC3)n[nH]2)cc1	-5	-1.3	0.2	10	1	0	0	-2	-2.9	2

Screening results as filed in PubChem BioAssay.
